Assay outcomes from PubChem BioAssay.
RSV CPE inhibition = RSV antiviral activity via CPE protection, HEp-2 cells, primary 10 µM value included (AID 2391); HEp-2 cells, RSV-induced CPE inhibition; higher % means a stronger effect; 310,000 tested, 0.13% active; one-dose CPE inhibition, % at 10 µM; IC50 in µM for titrated hits; in the data active means a potency from the dose series; inconclusive means CPE inhibition mostly from about 23% at the one dose, without a potency; inactive means the rest, 99 in 100 with CPE inhibition below about 21%; further: strong numbers were not always called active
West Nile antiviral = inhibition of WNV-induced cytopathic effect – cell-based, CPE readout (AID 1621). West Nile virus-infected cells, CPE inhibition; higher % means a stronger effect. one-dose CPE inhibition, % at 10 µM; IC50 in µM for titrated hits. 290,000 tested, 0.02% active; in the data active means a potency from the dose series; inconclusive means CPE inhibition mostly from about 3.7% at the one dose, without a potency; inactive means the rest, 99 in 100 with CPE inhibition below about 2.2%; further: strong numbers were not always called active
Myeloid diff 2 = myeloid differentiation induction. ER-HoxA9 myeloid progenitors, lysozyme-GFP differentiation, flow cytometry. calls only at 10 µM. 360,000 tested, 1% active;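 active means normalized GFP-positive differentiation at or above the plate's own cutoff, the solvent-only control mean plus 3 SD; inconclusive means no clear call, values can overlap the other calls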;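 further: cells exposed to compound for four days before flow analysis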
SV40 large T antigen = SV40 large T antigen inhibitors, biochemical (AID 1903) | SV40 large T antigen ATPase/helicase inhibition assay; higher % means a stronger effect | inhibition, % at 20 µM; hits with a dose series show IC50 in µM | 310,000 tested, 0.39% active; in the data active means a potency from the dose series; inconclusive means inhibition mostly from about 32% at the one dose, without a potency; inactive means the rest, 99 in 100 with inhibition below about 32%; further: strong numbers were not always called active
Rac1 GTP hydrolysis = MgcRacGAP GTPase-activating activity inhibitors, confirmation, biochemical, ADP Hunter fluorescence; MgcRacGAP-stimulated Rac1 GTP hydrolysis, ADP Hunter fluorescence; higher % means a stronger effect; GST-tagged Rac1 F28L mutant substrate; 340,000 tested, 0.6% active; inhibition, % at 30 µM; hits with a dose series show IC50 in µM;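 active means first-screen hits whose inhibition reached a set limit at any dose in the follow-up dose series; inconclusive means inhibition above the set first-screen limit but never retested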;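 further: fluorescence reports GDP produced by GAP-driven GTP hydrolysis; strong numbers were not always called active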
WT yeast gro inh = growth inhibition of WT yeast, mitochondrial fusion screen; mitochondrial fusion phenotypic screen, WT strain; inhibition, % at 10 µM; 190,000 tested, 2.1% active; AID 1362; in the data active means inhibition above about 58%; tested in S. cerevisiae
bCat nuc transl = alters nuclear translocation of beta-catenin in HeLa cells; immunofluorescence imaging; nuclear translocation activity, % at 5 µM; 190,000 tested, 0.3% active;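 active means nuclear translocation activity above 50% at 5 µM, with a well cell count of 50 or more; inconclusive means wells under 50 cells across six images, flagged as toxic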;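 further: per-cell ratio of nuclear to cytoplasmic median beta-catenin stain intensity; plate controls were DMSO negative control for no effect and GSK-3 inhibitor IX positive control for full effect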
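System: Human HeLa cells, endogenous beta-catenin | Compound dosing: 5 µM primary, 0.02–20 µM confirmation | Timing: 24 h compound exposure at 37°C, 5% CO2 | Measured by: Fluorescence imaging of beta-catenin antibody stain plus DAPI | Read-out basis: % activation of per-cell nuclear versus cytoplasmic median beta-catenin signal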
Salmonella PhoP GFP = PhoP-dependent GFP reporter repression – Salmonella Typhimurium, primary screen (AID 1863). S. Typhimurium PhoP-regulated promoter GFP reporter, 4 h; higher % means a stronger effect. 300,000 tested, 0.16% active. inhibition, % at 50 µM, or IC50 in µM where a hit was titrated;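 active means inhibition over 29.93%, a cutoff 3 SD above the screen mean, later confirmed by dose response; inconclusive means inhibition over 29.93% but no dose response follow-up; inactive means inhibition at most 29.93% or unconfirmed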;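 further: 0% = low Mg2+ inducing control and 100% = high Mg2+ repressing control; strong numbers were not always called active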
T cell modulator = T cell immune modulation candidate | calls only at 7 µM | 2C CD8+ T cell-vesicle binding, flow cytometry; hits give low values | 330,000 tested, 0.068% active;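 active means response, share of CD8 T cells binding vesicles, and their 90th percentile fluorescence all below set limits, cut at about 80% in these data, passing the limit was not always enough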
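System: murine 2C transgenic CD8+ T lymphocytes; also added: QL9-loaded Drosophila micro-vesicles; times: binding 1.5 h at 37 °C; measured by: flow cytometry, PE anti-B7-1 (FL2) versus Alexa647 anti-CD8 (FL8), PFA-fixed; control set: Peptide-free naked vesicles (low) and QL9 vesicles with 0.7% DMSO vehicle (high)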
WT yeast gro inh mutant strain = further read-out of WT yeast gro inh, marked with its call; inhibition, %; mitochondrial fusion phenotypic screen, mutant strain inhibition
bCat nuc transl cell count 5 µM = second read-out of bCat nuc transl, no call of its own (marks repeat the call); cell count; measured here: cell count, cytotoxicity flag
T cell modulator vesicle-bound % = also measured in T cell modulator; calls as there; double positive events, %; measured here: CD8+ vesicle-bound cell fraction;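 binding gate set so that unloaded-vesicle control wells show 10% double positive cells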
Myeloid diff 2 GFP+ MAC1+ % = also measured in Myeloid diff 2; calls as there; GFP+ MAC1+ double positive, %; measured here: differentiation confirmed by MAC1 staining
Numbers without * were called inactive; i = inactive; ? = inconclusive; / = not tested or not shown; & = joins results of further samples.

SMILES	RSV CPE inhibition	West Nile antiviral	Myeloid diff 2	Myeloid diff 2 GFP+ MAC1+ %	SV40 large T antigen	Rac1 GTP hydrolysis	WT yeast gro inh	WT yeast gro inh mutant strain	bCat nuc transl	bCat nuc transl cell count 5 µM	Salmonella PhoP GFP	T cell modulator	T cell modulator vesicle-bound %
COc1ccc(S(=O)(=O)N(C)c2ccc(C(=O)N3CCN(c4ccccc4)CC3)cc2)cc1OC	18%	-0.8%	i	0.0	-1%	4%	/	/	/	/	2%	i	2
C=CCOc1ccc(CNc2ccc(NC(=O)CCC)cc2)cc1OCC	4.0%	-1.4%	i	0.7	18%	22%	2	-19	2.7	1143	9%	i	50
CCOc1ccc(NS(=O)(=O)c2cc3c(cc2C)N(C)CCO3)cc1	0.8%	-0.6%	i	8.3	9%	-6%	/	/	/	/	/	i	10
CCOC(=O)c1c(-c2ccccc2)oc2ccc(OCC(=O)NNC(=O)CCCC(=O)O)cc12	0.5%	-0.1%	i	0.4	-1%	8%	/	/	/	/	9%	i	33
Cc1cccc(N2CCN(C(=O)COc3cccc4c3OC(C)(C)C4)CC2)c1C	15%	1.3%	i	0.3	-1%	9%	28	-8	-0.9	1144	-11%	i	18
COc1ccc(NC(=O)COc2cccc(C(F)(F)F)c2)cn1	-0.1%	/	i	0.5	14%	-2%	/	/	/	/	-4%	i	14
O=C(Nc1ccc(N2CCN(C(=O)c3ccco3)CC2)cc1)c1ccccc1Br	4.9%	0.1%	i	1.9	18%	9%	/	/	/	/	-3%	i	20
CCOC(=O)c1[nH]c2ccc(Br)cc2c1NC(=O)CCN1CCN(C(=O)OCC)CC1	3.5%	-0.6%	i	1.0	14%	-16%	6	32	0.8	1398	8%	i	35
O=C(NCCN1CCCCC1)Nc1ccc(Br)cc1	0.9%	-0.9%	/	/	5%	12%	/	/	/	/	0%	i	64
COc1ccc(C(=O)N/N=C/c2ccc3cccc(OCc4ccccc4)c3n2)cc1	12%	2.3%	i	0.3	4%	12%	32	0	-0.2	1534	-4%	i	41
COc1ccc(Cc2nnc(Nc3c(C)cccc3C)o2)cc1OC	0.7%	0.6%	i	0.9	5%	3%	/	/	1.4	1272	1%	i	31
O=C(NCCCCc1ccccc1)C12CN(Cc3ccccc3)CC1C(c1cccc([N+](=O)[O-])c1)=NO2 (stereo unspecified)	2.9%	-1.0%	i	2.3	5%	3%	2	-9	0.7	938	12%	i	12
CCOc1ccc(N2C(=O)C3Sc4[nH]c(=O)sc4C(c4ccc(OC)c(OC)c4)C3C2=O)cc1 (stereo unspecified)	-0.7%	0.2%	i	0.8	13%	0%	/	/	-0.6	1268	-9%	i	29
COc1cc(OC)c(-n2cc(-c3ccc(OC)c(OC)c3)[nH]c2=S)cc1Cl	2.1%	-0.3%	i	0.5	5%	10%	/	/	/	/	4%	i	13
Cc1ccc(-n2nc3c(=O)n(CCCC(=O)NCC(C)c4ccccc4)nc(C)c3c2C)cc1 (stereo unspecified)	38%	-0.2%	?	/	1%	8%	/	/	/	/	10%	i	21
COC(=O)COc1ccc(S(=O)(=O)Nc2ccc(NC(C)=O)cc2)cc1	3.5%	-0.3%	i	4.4	6%	7%	2	0	-5.5	1266	-7%	i	22
C=CCCCCCCCCC(=O)NNC1=CC(=O)CC(C)(C)C1	1.5%	-0.1%	i	0.6	-4%	9%	4	63	-0.9	1414	-9%	i	15
CS(=O)(=O)N1CCc2cc(C(=O)Nc3ccc(Br)cc3)ccc21	0.0%	-0.2%	i	0.2	10%	9%	/	/	/	/	-3%	i	53
CCC(CC)C(=O)Nc1nnc(CCc2ccccc2)s1	0.9%	-0.8%	i	0.6	7%	-8%	/	/	/	/	-11%	i	47
COC(OC)c1ccnc(-c2ccc(OC(=O)c3cccs3)cc2)n1	4.1%	-0.3%	i	0.5	10%	3%	-16	-2	1.6	1087	0%	i	14
C=CCCC(=O)NC1CC(C)(C)Cc2c1cnn2-c1ccc(OC)cc1 (stereo unspecified)	3.0%	-1.6%	i	0.3	-3%	10%	/	/	/	/	0%	i	53
C/C(=N\NC(=O)Cc1c(Cl)cccc1Cl)c1cccnc1	0.5%	-0.4%	i	3.3	36%	3%	/	/	/	/	5%	i	56
Cc1c(C(=O)N2CCCCC2CCN2CCCC2=O)oc2c(F)cccc12 (stereo unspecified)	1.2%	-0.8%	?	/	-9%	-1%	/	/	/	/	0%	i	53
S=c1sc2ccccc2n1CCc1ccncc1	21%	/	i	1.3	1%	9%	/	/	/	/	/	i	47
O=C(CSc1cccc[n+]1[O-])N1CCCCCC1	4.4%	0.3%	i	0.5	9%	-3%	-9	5	0.2	1013	-4%	i	28

Next section; the last four above are carried over.
SMILES	RSV CPE inhibition	West Nile antiviral	Myeloid diff 2	Myeloid diff 2 GFP+ MAC1+ %	SV40 large T antigen	Rac1 GTP hydrolysis	WT yeast gro inh	WT yeast gro inh mutant strain	bCat nuc transl	bCat nuc transl cell count 5 µM	Salmonella PhoP GFP	T cell modulator	T cell modulator vesicle-bound %
C/C(=N\NC(=O)Cc1c(Cl)cccc1Cl)c1cccnc1	0.5%	-0.4%	i	3.3	36%	3%	/	/	/	/	5%	i	56
Cc1c(C(=O)N2CCCCC2CCN2CCCC2=O)oc2c(F)cccc12 (stereo unspecified)	1.2%	-0.8%	?	/	-9%	-1%	/	/	/	/	0%	i	53
S=c1sc2ccccc2n1CCc1ccncc1	21%	/	i	1.3	1%	9%	/	/	/	/	/	i	47
O=C(CSc1cccc[n+]1[O-])N1CCCCCC1	4.4%	0.3%	i	0.5	9%	-3%	-9	5	0.2	1013	-4%	i	28
O=C(O)CCCCC1SCC2NC(=O)NC21 (stereo unspecified)	0.5%	-0.6%	i	1.3	1%	-4%	22	19	0.5&-0.8	1107&1004	-5%&7%	i	27
COc1ccc(CN(C(=O)c2ccco2)c2ccc(C)cc2)cc1OC	0.8%	-1.2%	i	1.3	18%	8%	17	14	-4.9	825	1%	i	18
CC1(c2nnc(-c3ccccc3)o2)CC(c2c(Cl)cccc2Cl)=NO1 (stereo unspecified)	1.9%	-0.1%	i	0.9	10%	8%	/	/	/	/	/	i	35
Cc1c(O)c(CN2CCCC2)cc2c1oc(=O)c1ccccc12	0.3%	0.3%	i	0.8	17%	15%	10	3	-8.1	984	-11%	i	19
Nc1nccnc1C(=O)OCC(=O)NCCc1ccc(S(N)(=O)=O)cc1	-0.9%	/	i	1.0	19%	-2%	/	/	/	/	-6%	i	25
CCC1CCC2(CC1)NC(=O)N(CC(=O)Nc1cc(C)on1)C2=O (stereo unspecified)	3.5%	-0.2%	i	0.1	5%	6%	11	12	/	/	14%	i	19
CC(C)(C)c1ccc(C(=O)NCC(=O)OCC(=O)NC(=O)NC2CCCC2)cc1	0.8%	/	i	0.7	/	2%	/	/	/	/	/	i	39
CC(C)CCn1c(SCC(=O)OCn2nnc3ccccc3c2=O)nc2ccccc2c1=O	0.1%	-0.2%	i	1.5	-1%	9%	0	10	/	/	0%	i	13
COc1ccc([C@H](NC(=O)OC(C)(C)C)C(=O)OC(C)(C)C)cc1	1.2%	/	i	0.8	/	4%	/	/	/	/	/	i	21
COc1ccc(Cl)cc1S(=O)(=O)N1CCC(C(=O)NCC2CCCO2)CC1 (stereo unspecified)	0.6%	0.1%	i	3.6	-1%	2%	/	/	/	/	-8%	i	64
CC(=O)N1CCN(c2ccc(NCc3ccc(C)cc3)cc2)CC1	6.0%	-1.5%	i	0.9	14%	?	4	8	1.1	1104	8%	i	24
CCOc1ccc(NC(=O)C2CC(=O)N(c3ccc4c(c3)OCCO4)C2)cc1OCC (stereo unspecified)	0.1%	/	i	0.2	9%	4%	/	/	/	/	-6%	i	18
COc1ccc(-n2nnnc2SCc2nc3ccccc3s2)cc1	2.0%	-0.2%	i	0.6	7%	11%	7	1	/	/	-8%	i	42
Cc1onc(-c2ccccc2Cl)c1C(=O)Nc1ccc(Br)cc1	6.5%	-0.6%	i	0.8	-4%	6%	/	/	/	/	10%	i	10
O=C(Cn1cncn1)NCCCc1ccccc1	0.2%	-0.1%	i	0.4	4%	1%	-2	-12	-3.0	1063	-3%	i	14
CC(C)C(=O)n1nc(-c2cccnc2)nc1NCc1cccs1	-1.4%	-0.4%	i	0.4	9%	11%	-2	-7	-1.3	1071	2%	i	29
COc1ccccc1Nc1ccc(C(=O)O)cc1[N+](=O)[O-]	-0.6%	-0.7%	i	0.7	12%	-3%	18	6	/	/	-3%	i	40
C=CCNC(=S)NNC(=O)c1csc(C)c1C	2.5%	-0.1%	i	0.7	5%	11%	-1	-5	-0.8	1136	1%	i	32
CCOC(=O)c1c(NC(=O)COC(=O)CCS(=O)(=O)c2ccc(C)cc2)sc(C)c1C	5.7%	-1.0%	i	0.2	-3%	3%	-11	-2	-1.1	1125	-6%	i	37
C/C(=N\NC(=O)c1cnccn1)c1ccc([N+](=O)[O-])cc1	1.7%	0.1%	i	0.3	5%	4%	/	/	-1.2	1122	-9%	i	11
CC(C)n1nc(C(=O)OCn2nnc3ccccc3c2=O)c2ccccc2c1=O	1.5%	-0.2%	i	0.8	-13%	5%	8	-4	-1.0	1109	-14%	i	9
O=C(c1cc2c(s1)CCC2)N1C(=O)c2ccccc2S1(=O)=O	0.8%	0.3%	i	0.7	-5%	-4%	-26	-51	-6.3	953	-14%	i	19
O=c1oc(Nc2cccc(F)c2)nc2ccccc12	-0.4%	0.1%	i	0.8	3%	13%	78*	0.5*	0.3	1391	-7%	i	28
Cc1cc(O)c2c(C)c(CC(=O)N3CCN(C(=O)C4COc5ccccc5O4)CC3)c(=O)oc2c1 (stereo unspecified)	6.3%	-0.3%	?	/	11%	-8%	/	/	/	/	3%	i	16
